From PubChem BioAssay
LEDGF integ inh: blocks HIV-1 LEDGF/p75-dependent DNA integration; TR-FRET IN-LEDGF/p75 DNA integration, Eu/Cy5; inhibition, % at 3.7 µM; 370,000 compounds, 0.64% hits; AID 743269;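 active means inhibition above the screen-wide mean plus 3 SD, cut at about 13% in these data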;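 further: signal is the Cy5 over europium emission ratio at 671 and 618 nm; 0% = plate median of compound wells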
SIAE primary: blocks human sialic acid acetylesterase. SIAE FP-Rh probe binding, fluorescence polarization. inhibition, % at 9.66 µM. 370,000 compounds, 0.69% hits;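 active means inhibition above a cutoff: mean of compounds within the control limits plus 3 SD of those, cut at about 17% in these data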;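 further: 0% = plate median of compound wells and 100% = probe without SIAE protein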
proKLK7 act: proKLK7 (human) activation, primary screen. activation, % at 7 µM. 370,000 compounds, 0.9% hits. P49862. AID 652039. purified proKLK7, EDANS-DABCYL substrate fluorescence; 100% is mature enzyme control, 0% vehicle;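 active means activation above the mean of all tested compounds plus 3 SD, computed per campaign excluding outliers beyond control limits, cut at about 13% in these data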
Target sequence (P49862 whole entry, looked up): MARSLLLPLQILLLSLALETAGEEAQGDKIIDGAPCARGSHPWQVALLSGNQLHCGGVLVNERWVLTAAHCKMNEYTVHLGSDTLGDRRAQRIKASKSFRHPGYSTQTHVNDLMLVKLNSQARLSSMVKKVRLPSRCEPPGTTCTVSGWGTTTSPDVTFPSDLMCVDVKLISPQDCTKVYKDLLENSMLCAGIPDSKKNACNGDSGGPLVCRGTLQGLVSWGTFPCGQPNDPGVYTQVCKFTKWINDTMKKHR
TDP2 absorb: blocks human TDP2 phosphodiesterase activity. O95551. recombinant TDP2, T5PNP hydrolysis, p-nitrophenol absorbance 415 nm. inhibition, % at 12.8 µM. 370,000 compounds, 0.34% hits. AID 720702;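 active means inhibition above the mean of all tested compounds plus 3 SD, set per campaign, cut at about 25% in these data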;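 further: 0% = DMSO with enzyme and 100% = buffer with substrate but no TDP2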
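System – recombinant human TDP2 · Amount – 120 nM TDP2 per well · Buffer or medium – Mg2+-containing Tris-HCl buffer, pH 7.5 · Reagent – T5PNP substrate, 5 mM · Dosing – 12.8 µM single point, 1% DMSO · Incubation – 2 h at 37 °C · Measured by – epi absorbance · Read-out basis – percent inhibition · Benchmarks – high control without enzyme, low control DMSO plus TDP2 · Repeats – singlicate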
PRMT1 FP inh: blocks human protein arginine methyltransferase 1; inhibition, % at 2.79 µM; recombinant PRMT1, activity-based probe fluorescence polarization; 370,000 compounds, 1.3% hits; AID 652257;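 active means inhibition above about 21% made by adding two undisclosed values, limit read from the data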
Target sequence (Q99873 whole entry, looked up): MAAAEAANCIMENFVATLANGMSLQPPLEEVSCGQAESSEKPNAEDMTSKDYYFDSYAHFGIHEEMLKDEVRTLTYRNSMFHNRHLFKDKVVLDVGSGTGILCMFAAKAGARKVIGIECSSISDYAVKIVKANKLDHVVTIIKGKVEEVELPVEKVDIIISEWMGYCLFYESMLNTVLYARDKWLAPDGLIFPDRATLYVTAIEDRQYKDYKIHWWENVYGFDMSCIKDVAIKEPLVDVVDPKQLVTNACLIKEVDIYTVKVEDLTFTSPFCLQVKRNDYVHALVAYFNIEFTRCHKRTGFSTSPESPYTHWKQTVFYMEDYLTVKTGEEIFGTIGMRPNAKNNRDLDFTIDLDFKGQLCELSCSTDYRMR
TCR-CD3 inh: blocks the human TCR-CD3 interaction | TAMRA-labeled TCR probe fluorescence, biochemical | inhibition, % at 9.4 µM | 360,000 compounds, 0.37% hits; in the data active means inhibition above about 19%;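 further: recombinant mutant TCR 2C K166C tagged with TAMRA read by polarization; 0% = receptor in buffer alone and 100% = receptor with positive control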
Tn7 DDE FP: DD(E)-Tn7 binding inhibition, primary FP screen | P02675 | FP displacement of FITC-Tn7 peptide from fibrin DD(E); 0% = median of compound wells per plate | inhibition, % at 8.3 µM | 370,000 compounds, 0.13% hits | AID 720508;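 active means inhibition above the mean of compounds falling within the control limits plus 3 SD of them, cut at about 14% in these data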;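 further: 0% = plate median of compound wells and 100% = 10 µM Aha-Tn7 peptide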
Target sequence (P02675 whole entry, looked up): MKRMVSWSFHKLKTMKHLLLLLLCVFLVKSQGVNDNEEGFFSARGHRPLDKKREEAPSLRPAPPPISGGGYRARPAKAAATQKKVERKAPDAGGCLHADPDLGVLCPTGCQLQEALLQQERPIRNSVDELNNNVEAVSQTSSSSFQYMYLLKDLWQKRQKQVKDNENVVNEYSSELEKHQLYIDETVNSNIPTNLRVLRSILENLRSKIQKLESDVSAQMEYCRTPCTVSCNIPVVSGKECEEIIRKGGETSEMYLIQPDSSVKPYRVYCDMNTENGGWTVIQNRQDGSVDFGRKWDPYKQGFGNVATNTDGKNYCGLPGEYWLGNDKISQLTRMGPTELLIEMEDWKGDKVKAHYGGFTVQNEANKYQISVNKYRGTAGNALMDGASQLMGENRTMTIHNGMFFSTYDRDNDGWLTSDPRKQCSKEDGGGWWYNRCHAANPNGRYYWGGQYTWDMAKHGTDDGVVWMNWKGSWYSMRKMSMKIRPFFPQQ
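Assay system: human fibrin DD(E). Input: DD(E) 2 µM final. Medium: Tris buffer with calcium and detergent, pH 7.8. Compound dosing: single point at 8.3 µM. Timing: 10 min plus 3 h, room temperature. Technique: fluorescence polarization of the labelled Tn7 tracer. Read-out: percent inhibition. Replicates: singlicate testing.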
UHRF1 binding: UHRF1 methyl-DNA binding inhibition. UHRF1 binding to methylated oligo, TR-FRET. inhibition, % at 4.4 µM. 370,000 compounds, 0.75% hits; in the data active means inhibition above about 21%;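 further: UHRF1 SRA domain binding a hemimethylated CpG hairpin DNA probe; 0% = median of test compound wells and 100% = reference inhibitor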
DDE Tn6 FP inh: inhibitors of Tn6 peptide binding to human fibrin DD(E) | Fibrin DD(E) TRITC-Tn6 fluorescence polarization displacement | P02675 | 370,000 compounds, 0.21% hits | inhibition, % at 8.3 µM;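 active means inhibition above a per-campaign cutoff: mean of compounds within control limits plus 3 SD, cut at about 15% in these data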;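 further: 0% = median of all compound wells on the plate and 100% = blocking peptide control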
MBD2 inh: inhibitors of human MBD2 binding to methylated oligonucleotide. inhibition, % at 4.4 µM. TR-FRET. 370,000 compounds, 0.31% hits. Q9UBB5; in the data active means inhibition above about 13%
An asterisk follows results filed as active; · = not tested or not shown.

PRMT1 FP inh	DDE Tn6 FP inh	TDP2 absorb	proKLK7 act	Tn7 DDE FP	LEDGF integ inh	SIAE primary	TCR-CD3 inh	UHRF1 binding	MBD2 inh	smiles
2	-3	-4	-0.4	8	1	-3	1	-1	-4	O=C(Nc1ccc2c(c1)OCCO2)c1cccnc1
-6	8	3	-0.1	3	-4	2	34*	1	0	CCn1c(C)nc2cc(C(=O)NNC(=S)NC(=O)c3ccccc3)ccc21
2	3	0	0.2	5	0	4	2	4	4	O=C(O)C1CC=CCC1C(=O)NCc1ccccc1 (stereo unspecified)
0	0	8	0.4	0	-1	0	10	0	2	CCc1ccccc1NC(=O)c1ccc2c(c1)CCN2S(C)(=O)=O
7	-6	-14	-0.2	-7	-2	-3	4	7	5	CCCC(CCC)C(=O)Nc1ccncc1
4	-9	-12	0.1	0	3	-8	-1	-3	-4	Cc1cccc(C(=O)Nc2cccc(Br)c2)c1[N+](=O)[O-]
1	3	-4	-0.3	3	-1	-3	-3	3	5	COc1cccc(S(=O)(=O)N(C)C[C@@H]2Oc3ncc(C#CCN(C)C)cc3C(=O)N([C@H](C)CO)C[C@H]2C)c1
-1	13	0	0.6	-3	-1	3	2	-2	6	O=C(NCc1ccc(F)cc1)C1CC(=O)N(C2CCCC2)C1 (stereo unspecified)
2	-2	0	-0.6	1	0	-4	-2	0	-4	N#CCc1ccc(Oc2ncc(C(F)(F)F)cc2Cl)cc1
5	-2	0	0.1	2	0	0	2	5	5	O=c1[nH]c(SCc2cccc(Cl)c2)nc2c1CCCC2
3	1	-1	0.1	6	3	3	-5	4	3	CC1(C)NC(=O)N(CCOc2cccc(Cl)c2Cl)C1=O
3	2	10	-0.4	4	-2	-3	-2	3	4	CCCCN(C(=O)C1CCC1)c1c(N)n(Cc2ccccc2)c(=O)[nH]c1=O
1	-5	6	-0.2	6	-1	1	2	0	5	O=C(NCc1ccccc1)[C@H]1CCCN1C(=O)[C@H]1CCCN1C(=O)c1cc(F)cc(F)c1
2	-1	1	-0.1	1	-2	5	2	2	-4	Cn1c(=O)c2c(nc(NCC(O)CO)n2CCc2ccccc2)n(C)c1=O (stereo unspecified)
0	2	-3	1.8	-10	-2	4	0	9	2	Cc1cc(-c2ccccc2)c(C#N)c(N)n1
4	4	4	0.8	6	7	-3	7	0	-2	O=C(NC(=S)N1CCN(c2ccc(F)cc2)CC1)C12CC3CC(CC(C3)C1)C2
-1	0	-14	0.5	-7	0	-14	12	0	-2	N/C(Cc1ccc(Cl)c(Cl)c1)=N\OC(=O)c1cccs1
4	3	3	0.3	-1	4	0	7	-1	1	CCCCCC(=O)N(CN1C(=O)CCC1=O)c1ccccc1
1	0	-4	1.0	-2	-1	1	-3	3	-1	CC(=O)Oc1ccccc1C1OC(=O)c2ccccc2N1C(C)=O (stereo unspecified)
-2	1	-3	-0.9	2	-1	-1	0	7	1	C=C(Cl)COc1ccc2c(C)cc(=O)oc2c1
4	6	8	-0.2	-3	-3	-4	-5	2	5	COc1ccc(CC(=O)Nc2cccc(C(C)=O)c2)cc1S(=O)(=O)N1CCOCC1
-1	-3	14	-0.1	-1	2	-5	0	1	0	Cc1ccc(C(=O)N2CCCC(N(C)Cc3ccccc3)C2)s1 (stereo unspecified)
-1	-4	-7	0.0	-8	2	-2	2	-1	5	O=C(N/N=C/c1ccccc1[N+](=O)[O-])c1ccncc1
-1	-2	4	-0.4	-1	-1	-2	5	1	-4	CC(=O)N1CC2(CC(=O)OC(C)C)CN(C(C)=O)CC(CC(=O)OC(C)C)(C1)C2=O

Some of these compounds in order of the TDP2 absorb value, descending.
PRMT1 FP inh	DDE Tn6 FP inh	TDP2 absorb	proKLK7 act	Tn7 DDE FP	LEDGF integ inh	SIAE primary	TCR-CD3 inh	UHRF1 binding	MBD2 inh	smiles
3	2	10	-0.4	4	-2	-3	-2	3	4	CCCCN(C(=O)C1CCC1)c1c(N)n(Cc2ccccc2)c(=O)[nH]c1=O
2	-2	0	-0.6	1	0	-4	-2	0	-4	N#CCc1ccc(Oc2ncc(C(F)(F)F)cc2Cl)cc1
-2	1	-3	-0.9	2	-1	-1	0	7	1	C=C(Cl)COc1ccc2c(C)cc(=O)oc2c1

Continued.
PRMT1 FP inh	DDE Tn6 FP inh	TDP2 absorb	proKLK7 act	Tn7 DDE FP	LEDGF integ inh	SIAE primary	TCR-CD3 inh	UHRF1 binding	MBD2 inh	smiles
-1	-2	-1	0.3	6	-2	13	6	-3	0	Cc1cccc(-n2c(SCc3ccc(C#N)cc3)nnc2-c2c[nH]c3ccccc23)c1
5	4	3	0.2	5	0	-2	5	2	4	O=c1[nH]c(Cc2ccccc2)nc2scc(-c3ccccc3)c12
3	-1	2	-0.2	6	-2	5	-8	1	2	COCCOC(=O)c1c(NC(=O)CNCc2ccco2)sc(C(N)=O)c1C
-1	9	-4	8.8	-3	-1	0	3	-2	-2	CCCCn1c(N)c(N(CCOC)C(=O)CN2c3ccccc3CC2C)c(=O)[nH]c1=O (stereo unspecified)
-5	5	2	0.1	-2	3	3	5	1	4	Cc1ccnc2c1ccc1ccccc12
1	4	-6	0.6	-4	1	2	2	-2	3	CCN(CC)C(=O)COc1ccc(S(=O)(=O)N2CCOCC2)cc1
2	0	15	-0.2	1	-1	2	4	-3	-6	Cc1cccc2cc(CN(Cc3cccnc3)C(=S)NCCCN(C)C)c(=O)[nH]c12
-3	4	-4	-0.2	1	-4	-3	8	-1	-3	O=C(Nc1ccccc1F)c1c[nH]c(=O)[nH]c1=O
-5	-1	-2	0.5	-3	9	2	4	-4	-4	CCOC(=O)CNC(=O)C1(/C=C/c2ccccc2)CC(=O)N1c1ccc(OC)cc1 (stereo unspecified)
4	-1	8	0.4	13	1	-1	-4	15	3	CN1CCN(CC/C=C2/c3ccccc3Sc3ccc(S(=O)(=O)N(C)C)cc32)CC1
2	1	-8	0.5	-2	2	-2	-1	0	3	CCOC(=O)c1cnc2c(-c3ccccc3)c(-c3ccccc3)nn2c1C
0	2	3	-0.2	5	2	-1	3	0	-1	COCCNCC(=O)NCC12CC3CC(CC(C3)C1)C2
0	-3	-10	-1.1	-2	2	11	-6	1	1	CC(=O)c1cccc(N=Nc2c(-c3ccccc3)[nH]n(-c3ccccc3)c2=O)c1
2	5	32*	0.3	4	-3	0	-4	1	2	CC1CCCC(NC(=O)COC(=O)c2ccc([N+](=O)[O-])s2)C1C (stereo unspecified)
-9	0	-5	-0.5	3	4	2	0	-2	-6	CCOC(=O)N(C)c1c(CC)nc2c(OCc3ccccc3)cccn12
0	3	-5	0.2	-4	0	-4	-3	-2	4	COc1ccc(CN(C)S(=O)(=O)c2nnc(NC(=O)c3ccccc3)s2)cc1OC
-6	-13	10	0.6	5	-1	1	3	0	0	O=C(OCC(=O)N1CCCc2ccccc21)c1cc(S(=O)(=O)N2CCOCC2)ccc1F
5	1	2	-0.1	0	-8	0	1	1	0	COc1ccc(C(=O)O/N=C2\CCS(=O)(=O)c3sccc32)cc1
-2	4	10	0.2	1	-1	-10	7	-3	1	COC(=O)c1ccsc1NC(=O)c1cccc(OC)c1
1	-4	-2	-0.2	9	1	-7	-8	0	0	NNC(=O)c1ccc([N+](=O)[O-])c(CS(=O)(=O)c2ccc(Cl)cc2)c1
0	-6	0	0.5	4	-2	0	·	-3	-3	COC(=O)C1CN(CCc2ccccc2)CCS(=O)(=O)N1Cc1ccc(Cl)cc1 (stereo unspecified)
3	-4	-3	-0.4	0	-1	-14	-5	1	-1	N#CCCn1c(SCC(=O)c2c[nH]c3ccccc23)nc2ccccc21
5	0	2	0.3	3	2	12	5	-8	-12	CC(=O)NCCn1c(C)cc2ccccc21
4	-5	-7	-0.4	-2	0	9	-1	2	4	COc1ccc(C(=O)NC(=S)NNC(=O)c2ccccc2O)cc1
4	-1	15	0.5	-3	-3	-1	-6	-1	1	CC(C)OCCCNC(=O)C1CCN(S(=O)(=O)c2ccc3nc4c(c(C(=O)O)c3c2)CCCCC4)CC1
5	-2	-5	-1.8	0	-6	-7	2	0	1	O=C(NCCCN1CCCC1=O)Nc1ccc(Br)cc1Cl
1	13	-10	0.2	6	0	-1	8	-1	0	Cc1ccc(NS(=O)(=O)c2ccc(OCC(=O)NCc3ccccn3)cc2)cc1
-2	-3	-4	0.6	-7	1	0	7	-1	-5	CCOC(=O)N1CCN(C(=O)C(CC)n2nc(C)c3sc4ccccc4c3c2=O)CC1 (stereo unspecified)
3	3	5	-0.1	3	-3	-6	0	4	3	O=C(CC1NC(=O)NC1=O)Nc1ccccc1 (stereo unspecified)
1	-2	-2	0.3	-3	-2	4	-1	1	2	CSc1ccc(CN(C)CC(=O)NCc2ccc(F)cc2)cc1
3	6	2	0.3	7	-2	-4	-3	0	3	CCC(=O)c1cc(F)c(N2CCN(C(=O)c3ccco3)CC2)cc1C
-3	3	6	0.2	1	-3	-4	2	-1	0	COc1ccc(Oc2cc(C)nc(Cl)n2)nn1
0	-8	-11	0.0	-10	4	-16	·	5	4	O=C(CCc1ccccc1)N[C@H]1[C@H](OC(=O)c2ccc3ccccc3n2)CCC[C@@]12C(=O)N(Cc1ccccc1)c1ccccc12
-1	3	13	0.0	10	2	-1	-3	2	3	O=C1CC(c2cccs2)c2cc3c(cc2N1)OCCO3 (stereo unspecified)
-2	1	7	1.5	-4	-1	6	3	19	7	Cc1ccc(C)n1-c1nnc(N2CCC(C(=O)NCCCN3CCN(C)CC3)CC2)s1
3	-3	9	-4.7	0	-3	9	2	0	-3	Cc1ccc(N=CC=C2OC(C)(C)C(C)(C)O2)c(C)c1
-5	4	-3	-0.3	2	4	4	-4	-3	-3	COc1cccc(OCC(O)CN2CCC(Cc3ccccc3)CC2)c1 (stereo unspecified)
2	-3	1	0.0	1	3	6	0	0	3	O=C(c1cnccn1)N(c1ccccc1)C1(C(=O)NC2CCCCC2)CCCCC1
-4	-1	8	-0.1	-1	3	3	7	2	-2	Cc1nnc(C)n1/N=C/c1cccc(Oc2ccccc2)c1
0	1	-1	-0.6	1	2	-1	1	1	0	COc1ccc(N(C)C(=O)c2sc(Cl)nc2C)cc1
1	5	2	-0.8	3	-2	-1	6	2	-1	Cc1noc(C)c1COC(=O)c1ccc(-c2nc3ccccc3s2)s1
1	-6	-7	·	-1	-4	3	·	1	-1	Cc1ccccc1CN[C@@H]1CC[C@@]23CCCN2C(=O)CCC[C@H]3C1
9	3	-10	0.1	5	-4	3	2	3	2	O=c1cc(CO)oc(C(Nc2ccccn2)c2cccc(F)c2)c1O (stereo unspecified)
0	6	7	-0.1	4	1	2	7	-2	0	COc1cc(CN2C[C@@H](CO)O[C@@H](n3cnc4c(NC5CCCC5)ncnc43)C2)cc(OC)c1OC

Records listed so far marked active in TDP2 absorb.
PRMT1 FP inh	DDE Tn6 FP inh	TDP2 absorb	proKLK7 act	Tn7 DDE FP	LEDGF integ inh	SIAE primary	TCR-CD3 inh	UHRF1 binding	MBD2 inh	smiles
2	5	32*	0.3	4	-3	0	-4	1	2	CC1CCCC(NC(=O)COC(=O)c2ccc([N+](=O)[O-])s2)C1C (stereo unspecified)

This is a random part of the collection; any-hit rate near 4.6%.
